LRH-1 inv ag = suppresses constitutive activity of human LRH-1; O00482; HEK293T StAR-luciferase reporter, LRH-1 transfected, 24 h; inhibition, % at 3.6 µM; 360,000 tested, 0.13% active; AID 602396;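 active means inhibition above the mean inhibition of all tested compounds plus 3 SD, cut at about 73% in these data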;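 further: 0% = DMSO wells and 100% = reporter-only cells lacking LRH-1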
Target sequence (O00482 whole entry, looked up): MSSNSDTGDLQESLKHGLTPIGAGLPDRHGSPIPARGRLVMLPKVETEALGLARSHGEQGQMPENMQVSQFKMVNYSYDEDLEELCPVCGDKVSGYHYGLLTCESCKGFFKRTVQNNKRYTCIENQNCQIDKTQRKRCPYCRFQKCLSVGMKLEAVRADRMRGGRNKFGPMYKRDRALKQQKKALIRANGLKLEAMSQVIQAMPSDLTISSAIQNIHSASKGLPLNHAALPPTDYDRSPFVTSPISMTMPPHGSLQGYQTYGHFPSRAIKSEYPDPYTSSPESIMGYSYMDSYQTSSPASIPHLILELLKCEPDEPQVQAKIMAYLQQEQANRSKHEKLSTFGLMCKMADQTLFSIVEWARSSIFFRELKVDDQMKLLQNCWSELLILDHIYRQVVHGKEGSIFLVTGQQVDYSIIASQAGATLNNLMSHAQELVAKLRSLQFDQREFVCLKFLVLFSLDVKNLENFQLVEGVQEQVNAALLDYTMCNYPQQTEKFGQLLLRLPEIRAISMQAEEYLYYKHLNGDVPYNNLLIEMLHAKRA
SRC1 inh = inhibits human SRC1 coactivator. Q15788. HEK293 GAL4-SRC1 luciferase reporter, luminescence. inhibition, % at 3.6 µM. 360,000 tested, 0.12% active. AID 588354;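 active means inhibition above the campaign mean plus 3 SD, with each screening campaign given its own cutoff, cut at about 60% in these data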;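 further: 0% = DMSO treated cells and 100% = gossypol at 36 µM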
NCOA3 inh = human NCOA3 inhibition; HEK293 GAL4-SRC3 luciferase reporter, luminescence; inhibition, % at 3.6 µM; AID 588352; 360,000 tested, 0.17% active;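 active means inhibition above a per-campaign cutoff, the mean of all compounds plus 3 SD, cut at about 60% in these data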;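 further: 0% = DMSO-treated cells and 100% = gossypol-treated cells at 36 µM; higher means less SRC3-driven luciferase light from the GAL4 reporter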
Vif imaging = blocks HIV Vif function. 340,000 tested, 0.35% active. HEK293T cells, Vif self-association by quenched fluorescence, imaging, 24 h. AID 602346. inhibition, % at 7.49 µM; in the data active means inhibition above about 50%, passing the limit was not always enough; inconclusive means no clear call, values can overlap the other calls; inactive means below about 31%; further: some results filed as inactive read as strong as hits
C8 TRAIL sens = sensitizes caspase-8 expressing cells to TRAIL | NB7+C8 cells + TRAIL, ATPlite viability luminescence | inhibition (viability loss, TRAIL sensitization), % at 10 µM | 360,000 tested, 1% active;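 active means compounds causing at least 50% loss of cell viability in the single-dose screen, relative to plate controls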
NR2F2 inh = blocks human COUP-TFII nuclear receptor | HEK293T NGFI-A luciferase reporter, luminescence | inhibition, % at 8.6 µM | P24468 | 370,000 tested, 0.7% active;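 active means inhibition above a per-plate cutoff, mean inhibition of test wells between control levels plus 3 SD, cut at about 38% in these data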;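 further: cells cotransfected with COUP-TFII expression vector driving the NGFI-A reporter; 0% = median of COUP-TF2 test wells and 100% = reporter-only cells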
TROY signal inh = inhibitors of TROY-dependent NF-kB signaling; AID 1347056; inhibition, % at 10 µM; Q293 LMP1-TROYcd NF-kB luciferase reporter, 4 h; 360,000 tested, 0.98% active;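 active means compounds whose plate-normalised and pattern-corrected inhibition of the luciferase reporter signal at the single screening dose is 50% or more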
TLR9-MyD88 inh = inhibitors of human TLR9-MyD88 binding. Q9NR96+Q99836. CHO BLA complementation TLR9-MyD88, CCF4 FRET ratio. inhibition, % at 4.98 µM. 340,000 tested, 0.21% active;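 active means inhibition above the mean over all tested compounds plus 3 SD, cut at about 21% in these data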;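 further: 0% = DMSO only wells and 100% = clavulanate BLA inhibitor control wells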
LMP1 NFkB inh = Epstein-Barr LMP1 NF-kappaB reporter inhibition; LMP1-induced NF-kappaB luciferase reporter cells, luminescence; inhibition, % at 12.5 µM; 350,000 tested, 0.69% active; AID 504558; in the data active means inhibition above about 41%; inconclusive means no clear call, values can overlap the other calls;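 further: 0% = neutral control wells and 100% = reference inhibitor control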
SRC2 inh = inhibits human steroid receptor coactivator 2 | Q15596 | HEK293 GAL4-SRC2 luciferase reporter, luminescence | inhibition, % at 9 µM | 370,000 tested, 0.17% active | AID 651957;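 active means inhibition above the mean inhibition of all tested compounds plus 3 SD, set per campaign, cut at about 52% in these data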;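 further: 0% = DMSO treated cells and 100% = cells given Gossypol at 36 µM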
NOD2 RIPK2 PPI = NOD2-RIPK2 protein interaction inhibition; O43353; CHO BLA complementation NOD2-RIPK2, CCF4 ratio; inhibition, % at 4.98 µM; 360,000 tested, 0.38% active; in the data active means inhibition above about 21%;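 further: 0% = vehicle only and 100% = reference blocker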
An asterisk follows results filed as active; ? = inconclusive; / = not tested or not shown.

structure,LRH-1 inv ag,SRC1 inh,NCOA3 inh,Vif imaging,C8 TRAIL sens,NR2F2 inh,TROY signal inh,TLR9-MyD88 inh,LMP1 NFkB inh,SRC2 inh,NOD2 RIPK2 PPI
O=C(CSc1nc(N2CCCCC2)nc(N2CCCCC2)n1)N1CCN(c2ccccc2)CC1,-1,-2,3,1,-7,22,18,-15,2,-9,4
CC1CN(C(=O)c2ccccc2NS(=O)(=O)c2ccc(Cl)cc2)CC(C)O1 (centres undefined),8,-7,-3,?,-13,4,2,-6,4,2,-5
O=C1C(=O)N(C2CCS(=O)(=O)C2)C(c2cccc(O)c2)/C1=C(/O)c1ccc(Cl)cc1 (centres undefined),1,8,-11,-4,-11,4,-6,7,-7,-18,0
COc1cc(/C=N/NC(=O)c2cccnc2)ccc1OCC(=O)Nc1ccc(C)cc1,-3,-27,-4,-6,4,-21,-12,1,9,-24,-23
N#CC1=C(N)N(c2ccccc2)C2=C(C(=O)CCC2)C1c1cccs1 (centres undefined),-22,-11,-1,5,10,-21,-24,16,-2,-3,1
Cc1ccc(S(=O)(=O)NCCC(=O)NNC(=O)COc2ccccc2Cl)cc1C,4,-13,-16,2,-6,10,-3,1,2,10,1
Cc1cn(C(=O)CN2C(=O)c3ccccc3C2=O)c(C)n1,10,-7,19,12,3,8,-12,-1,7,-32,-8
CC(Oc1ccc(Br)cc1Br)C(=O)Nc1cccnc1Cl (centres undefined),-18,3,2,-6,-31,1,-1,-9,-7,3,0
CCOc1ccc(Nc2nc(Cc3nnc(SCC(N)=O)o3)cs2)cc1,-23,-8,4,2,12,-10,-27,1,-4,-13,4
COCCSc1ccccc1C(=O)Nc1ccncc1,-15,2,8,1,-7,-14,-28,1,1,14,-2
NC(=O)CC(NC(=O)c1ccccc1)c1ccc(NCCN2CCOCC2)c([N+](=O)[O-])c1 (centres undefined),5,-10,-13,3,24,-1,-3,-4,8,-18,-7
CC(=O)NC(CC(=O)Nc1cccc(S(=O)(=O)N2CCOCC2)c1)c1ccccc1 (centres undefined),4,-10,-8,-1,4,24,-19,12,0,2,-3
CCn1c(SCC(=O)Nc2ccc(Cl)cc2)nc2nc3c(cc2c1=O)CCCC3,15,-4,-2,-6,24,26,-40,-7,12,11,10
CN1CCN(C(=O)C2=C[C@H](C(C)(C)C)C[C@H](OCCCCO)O2)CC1,-5,-10,1,-1,7,1,3,3,-3,-22,-23
Cc1cccn2c(=O)nc(SCC(=O)N3CCC(C)CC3)nc12,0,-4,4,-17,11,8,-22,7,-7,-2,11
CCc1ccc(-c2cnc3nc[nH]c(=O)c3n2)cc1,-12,-25,-9,-12,-8,-14,-23,-2,-3,-37,-6
CCCCNC(=O)c1ccc(S(=O)(=O)c2ccc(Cl)cc2)c(NC(C)=O)c1,2,11,-4,-5,6,3,-3,-5,0,19,-6
CCc1ccc(NC(=O)C2CCCN(S(=O)(=O)c3ccc4c(c3)CC(C)N4C(C)=O)C2)cc1 (centres undefined),11,-4,-1,/,7,6,23,-1,3,3,-4
CCCCn1nnnc1C1(C)CCC(=O)N1Cc1cccnc1 (centres undefined),-32,/,/,/,-9,-3,19,/,/,15,-4
COc1ccc2cc(-c3[nH]ncc3CN3CCCC3c3nonc3C)ccc2c1 (centres undefined),-35,-23,-7,3,-17,8,-8,-11,0,-13,-2
O=C1NC[C@@H](CCCCN2C[C@H](Cc3ccccc3)N(CCc3ccc(O)cc3)C(=O)C2=O)N(CCc2ccccc2)C1=O,-4,/,/,/,-12,0,-5,/,/,-11,-24
O=C(Cc1ccccc1)Nc1ccc(N2CCCCC2)cc1,-150,-115,-91,-9,40,-55,-98,7,-30,-63,-8
CCCCC[C@H]1CN(C2CCCCC2)C(=O)[C@@H]1CC(=O)NCc1ccccc1,5,7,-15,-9,-4,10,4,1,-10,5,-3
O=C1CN(C(=O)c2ccccn2)c2ccccc2N1,4,-36,10,9,-12,-1,-4,-6,-5,2,5
O=C(NCCN1CCOCC1)c1ccc2c(c1)N(Cc1c(F)cccc1Cl)C(=O)c1ccccc1S2,-15,0,2,1,-2,13,2,-1,-3,-7,-1
O=c1cc(CSc2ccc(S(=O)(=O)N3CCCCC3)cn2)nc2sccn12,3,5,11,-1,15,0,23,1,-5,-6,0
c1ccc(-c2cc3ccccc3cn2)cc1,-97,-96,-104,-1,22,-48,-80,-2,-8,-84,7
O=C(CN(CCN1CCOCC1)C(=O)Cn1nnc(-c2ccc(F)cc2)n1)NC1CCCCC1,0,-3,11,6,-12,-10,18,3,-3,26,-2
CCOC(=O)N1CCN(C(=O)CN2C(=O)NC(c3ccccc3)(c3ccccc3)C2=O)CC1,-11,6,-10,6,-11,-7,10,-5,-6,5,-12
CC(C)C[C@@H](CO)N1CCNCCC1=O,9,6,18,-1,-14,-8,-6,2,-6,4,-3
Cc1ccc(/C=C2/SC(=S)N(CCCC(=O)Nc3ccc(O)cc3)C2=O)cc1,41,42,36,11,15,70*,-5,12,38,85*,-10
COc1ccccc1-c1ccc2nnc(SC)n2n1,26,-17,-1,4,-8,-29,15,-9,3,-18,-5
Cc1cc(Cl)ccc1NC(=S)NCCc1ccc(Cl)cc1,-9,15,8,-9,-11,9,26,-5,-10,-33,-9
CN(C)S(=O)(=O)c1cccc(C(=O)Nc2cc3c(cc2C(=O)O)OCCCO3)c1,3,-25,-17,-10,9,13,-11,0,9,-3,-6
C=CCn1c(N)c(C(=O)OCC(C)C)c2nc3ccccc3nc21,31,10,17,-24,-2,16,36,-6,3,-21,-1
COc1ccc(/C=N/NC(=O)COc2ccc3ccccc3c2)c(C(=O)O)c1OC,11,-8,8,-15,-8,1,-3,-5,-2,6,1
COc1ccc(/C=C/c2nc(C)c(-c3ccccc3)c(=O)[nH]2)cc1OC,4,-7,4,1,-11,0,7,-5,8,-17,-11
O=C(O)Cn1c2ccccc2c2nc3ccccc3nc21,-91,-117,-133,-4,22,/,-52,6,-16,/,3
CCOc1ccc(N=C2NC(=O)S/C2=C\c2ccc(N(C)C)cc2)cc1,-88,-117,-62,148*,18,-36,-68,-3,-8,-56,-3
O=c1cc(O)nc(SCc2ccccc2Cl)[nH]1,-9,5,-1,-4,11,1,23,3,-2,2,-1
Cc1ccc(NC(=S)NC(=O)c2cncc(Br)c2)cc1Cl,-4,-4,16,-5,-9,14,-8,/,/,19,0
Nc1c(-c2ccccc2)c(CSc2nc3ccccc3[nH]2)nn1-c1cccc(Cl)c1,-9,4,-5,14,-5,0,-4,3,-4,-34,-9
Cc1cccc(NC(=O)CSc2nnc(-c3ccncc3)n2C)c1,0,-85,6,-3,-7,4,-1,17,2,-12,3
CC(C)(C)NC(=O)c1ccc2c(c1)N(CC(=O)NC1CCCC1)C(=O)C(C)(C)O2,15,7,5,8,1,14,-6,-6,7,-5,3
CN(C(=O)c1cc2c(=O)n3ccccc3nc2s1)C1CCCCC1,-145,-102,-74,2,39,-47,-35,-9,-20,-66,-4
Cc1cccc(OCC(=O)Nc2nnc(-c3ccco3)s2)c1,-17,-1,2,-2,-12,-7,-22,-4,8,-8,-1
COc1c(C)cc(C(=O)C2CCCN(C(=O)c3ccoc3)C2)cc1C (centres undefined),-1,-16,15,-3,-3,1,26,-6,-9,-23,-4
Cc1ccc(C(O)c2nccn2C)o1 (centres undefined),9,-4,13,-3,1,2,12,-10,-2,5,-21
CCn1cc(/C=C(\NC(=O)c2ccccc2F)C(=O)NCCN2CCOCC2)c2ccccc21,10,-8,20,-5,-8,-3,-21,-11,-3,3,6
Cc1cc2nc(-c3ccco3)c(CC(C)(C)C)n2c(C)c1Br,-5,-12,-23,/,19,-12,-3,/,/,-3,7
COc1ccc(NC(=O)C2(C)CCN2Cc2ccccc2Cl)cc1OC (centres undefined),15,3,-3,-15,3,19,24,/,/,2,-4
O=C(CNc1ccc(Br)cc1)NNC1=NCCC1,20,-32,7,1,8,2,-3,-1,3,13,-8
CC[C@@]1(C(=O)OC)N[C@H](CN(C)S(=O)(=O)c2ccc(OC(F)(F)F)cc2)[C@@H]2C(=O)N(C)C(=O)[C@@H]21,-4,4,-3,-2,13,2,-3,0,1,3,1
Nc1o[nH]c(=O)c1Cc1ccccc1,2,-32,7,4,-13,5,7,10,19,-4,-1
O=c1c(-c2ccc(O)cc2)coc2cc(O)ccc12,-46,-67,-70,-7,5,-5,-77,-17,-7,-12,10
O=C(NCc1ccco1)C1CC(c2ccc(F)cc2)=NO1 (centres undefined),-23,-5,-6,2,-7,-14,-4,5,-2,1,12
COc1ccc(CCNc2nc(Cl)nc(NC(C)(C)CO)n2)cc1OC,-10,14,5,-5,-11,1,-1,-12,-1,1,-10

Screening data (PubChem)

An excerpt; the hit share may differ from the screen's.
